TrxR1 substrate: substrates of rat thioredoxin reductase 1; O89049; purified TrxR1 substrate turnover, NADPH consumption readout; Potency, µM (highest dose often 114 µM), for the others: at the top dose activity change, negative = substrate turnover; actives 0.01% (n = 390,000); further: on the % scale 0 is the no-effect control and ±100 the full control effect; nearly all actives have a fitted effect of over 50% in size
Target sequence (O89049 whole entry, looked up): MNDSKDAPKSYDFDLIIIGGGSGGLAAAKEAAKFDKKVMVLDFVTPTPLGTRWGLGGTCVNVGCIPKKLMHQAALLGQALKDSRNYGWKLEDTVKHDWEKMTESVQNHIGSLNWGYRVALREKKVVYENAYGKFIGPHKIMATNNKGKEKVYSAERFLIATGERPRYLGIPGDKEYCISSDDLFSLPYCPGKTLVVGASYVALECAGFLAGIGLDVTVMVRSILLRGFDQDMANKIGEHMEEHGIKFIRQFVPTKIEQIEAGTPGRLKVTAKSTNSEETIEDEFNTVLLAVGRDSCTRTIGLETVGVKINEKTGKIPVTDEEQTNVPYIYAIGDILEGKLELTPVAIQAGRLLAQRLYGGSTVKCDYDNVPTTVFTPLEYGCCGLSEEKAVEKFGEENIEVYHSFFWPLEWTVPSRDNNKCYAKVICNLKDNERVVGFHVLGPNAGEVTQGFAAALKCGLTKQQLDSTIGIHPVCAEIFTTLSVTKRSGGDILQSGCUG
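Rat TrxR1, dispensed at 90 nM, was prereduced with 400 uM NADPH (final) for 5 min at ~22 deg C, then incubated with compound 15 min before 400 uM selenite. A first-read NADPH fluorescence drop versus no-compound background flagged substrates.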
RXFP1 agonist: activates the human relaxin receptor RXFP1; HEK293T-RXFP1 cAMP TR-FRET, 30 min; response scale: percent of porcine relaxin response, buffer zero; actives 0.3% (n = 370,000); Potency, µM (titrated, usually from 57.5 µM), for inactives: at the highest dose activation, most hits filed as activators; AID 2676; Q9HBX9; further: on the % scale 0 is the no-effect control and ±100 the full control effect; nearly all actives have a fitted effect of over 60% in size; many of its hits are not listed in these tables
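HEK293T cells stably expressing RXFP1 were pretreated with the PDE4 inhibitor Ro 20174, exposed to compounds for 30 min at 37C, lysed, and cAMP was read by TR-FRET. Data normalized to buffer (basal) and 29 nM porcine relaxin (100%).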
IDH1 R132H inh: human IDH1 R132H inhibition | Potency, µM (titrated, usually from 76.6 µM), for inactives: at the top dose activity change, negative = inhibition, most hits filed as inhibitors | IDH1-R132H enzyme, NADPH consumption, diaphorase/resazurin fluorescence | actives 0.093% (n = 390,000); further: on the % scale 0 is the no-effect control and ±100 the full control effect; nearly all actives have a fitted effect of over 65% in size
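IDH1-R132H (0.5 ug/mL) preincubated 30 min with compound, then NADPH (0.016 mM) and alpha-KG (2 mM) added; 80 min at RT, pH 7.5. Remaining NADPH coupled via diaphorase/resazurin to fluorescence (540/590 nm); concentration-response curves normalized to no-enzyme control.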
Vif-APOBEC3G blk: blocks the Vif interaction with human APOBEC3G. AID 602310. HeLa A3G-eYFP + Vif (tagged APOBEC3G with the HIV-1 protein that degrades it), YFP fluorescence, overnight. Q9HC16. Potency, µM (series often up to 46.1 µM), inactives show top-dose activity, negative = active, actives largely listed as inhibitors. actives 0.076% (n = 410,000);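 further: on the % scale 0 is the no-effect control and ±100 the full control effect; nearly all actives have a fitted effect of over 60% in size; hits raise eYFP signal because A3G escapes Vif-driven loss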
Target sequence (Q9HC16 whole entry, looked up): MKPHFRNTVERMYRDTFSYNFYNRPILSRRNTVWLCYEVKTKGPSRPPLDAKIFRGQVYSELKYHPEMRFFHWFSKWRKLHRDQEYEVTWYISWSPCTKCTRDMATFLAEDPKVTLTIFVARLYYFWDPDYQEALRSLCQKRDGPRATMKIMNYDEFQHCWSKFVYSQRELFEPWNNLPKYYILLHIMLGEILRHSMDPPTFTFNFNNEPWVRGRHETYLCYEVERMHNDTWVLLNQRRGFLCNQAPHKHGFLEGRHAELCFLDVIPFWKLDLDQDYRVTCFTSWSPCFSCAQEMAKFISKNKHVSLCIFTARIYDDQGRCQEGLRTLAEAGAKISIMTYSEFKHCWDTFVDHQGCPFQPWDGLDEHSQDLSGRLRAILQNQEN
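Read-out is eYFP fluorescence (Ex 488/Em 500-530) from Vif-expressing HeLa A3G-eYFP cells; more signal means A3G escaped Vif-mediated degradation. Cells plated overnight, compound pinned in, incubated overnight at 37 deg C.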
12-LOX inh: inhibitors of human 12S-lipoxygenase ALOX12; purified 12hLO, xylenol orange hydroperoxide absorbance; P18054; AID 1671190; Potency, µM (highest dose often 108 µM), inactives show at the highest dose activity change, negative = inhibition, actives largely listed as inhibitors; actives 1.1% (n = 580,000); further: on the % scale 0 is the no-effect control and ±100 the full control effect
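Purified human 12hLO (150 nM final) in 25 mM Hepes, 0.01% Triton X-100, pH 7.0 was preincubated 15 min at room temperature with compound. Then 40 uM arachidonic acid was added, 30 min. Hydroperoxide was read by Fe-XO absorbance ratio 573/405 nm.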
USP1 inh: inhibitors of human USP1/UAF1 deubiquitinase; Potency, µM (highest dose often 57.1 µM), inactives show at the top dose activity change, negative = inhibition, actives largely listed as inhibitors; recombinant USP1/UAF1, Ub-Rhodamine cleavage fluorescence; AID 743255; O94782; actives 0.23% (n = 390,000); further: on the % scale 0 is the no-effect control and ±100 the full control effect; nearly all actives have a fitted effect of over 60% in size; inactives centre near -12
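USP1/UAF1 complex at 1 nM was preincubated with compound for 15 min at room temperature, then Ub-Rho substrate (150nM final) was added. Fluorescence (480/540 nm) was read kinetically, 6 reads every 60 seconds.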
RGS4 inh: human RGS4 inhibition; P49798; Transcreener GDP fluorescence polarization, RGS4-accelerated GTP hydrolysis; Potency, µM (top dose mostly 114 µM), for inactives: top-dose activity change, negative = inhibition, usual class: inhibitors; actives 0.039% (n = 390,000); further: on the % scale 0 is the no-effect control and ±100 the full control effect; nearly all actives have a fitted effect of over 75% in size; some results filed as inactive show a strong effect at the top dose
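MLSMR compounds (23 nl, pin-transferred) preincubated 10 min at room temperature with a 500nM (2x) first reagent, then RGS4 at 900nM (2x) plus Transcreener GDP mix added; fluorescence polarization (620/688 nm) read before and after 90 min at 30 °C.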
TrxR1 inh: blocks rat thioredoxin reductase 1. O89049. recombinant rTrxR1, NADPH fluorescence consumption, selenite substrate. Potency, µM (doses to about 114 µM), without a hit: at the top dose activity change, negative = inhibition, actives largely listed as inhibitors. actives 1% (n = 390,000). AID 588453; further: on the % scale 0 is the no-effect control and ±100 the full control effect; nearly all actives have a fitted effect of over 65% in size
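Rat TrxR1 (90 nM in the dispensed reagent) was pre-reduced with 400 uM NADPH for 5 min at room temperature, then incubated with compound for 15 min. After 400 uM selenite was added, NADPH fluorescence (Ex 340/Em 450 nm) was followed for 8 min.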
Vif-APOBEC3F blk: inhibitors of Vif-A3F interaction. AID 602313. Potency, µM (doses to about 46.1 µM), without a hit: at the top dose activity, negative = active. actives 0.2% (n = 390,000). HeLa A3F-eYFP + Vif (tagged APOBEC3F with the HIV-1 protein that degrades it), YFP fluorescence increase; further: % of control where 0% means no effect; nearly all actives have a fitted effect of over 65% in size
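HeLa cells stably expressing A3F-eYFP plus Vif, plated and incubated overnight at 37 deg C, then exposed to compounds overnight at 37 deg C. Blocked degradation read as raised yellow fluorescence (Ex 488/Em 500-530).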
An asterisk follows results filed as active; ? = inconclusive; nt = not tested or not shown; & = joins results of further samples; [ ] = dose if it differs, or a comment. The call rests on the fitted dose curve; in most records, active means well fitted curve in the direction sought with a large enough effect; inconclusive means small, poorly fitted or top-dose-only effect, or another doubt; inactive means no such curve, though single readings can be large; an effect the other way counts as inactive or inconclusive. Potency means the concentration at half of the fitted maximal effect. Not all compounds are listed; count on the stated rates, not on these rows.

The first 6 records, to show the layout:
SMILES	TrxR1 substrate	RXFP1 agonist	IDH1 R132H inh	Vif-APOBEC3G blk	12-LOX inh	USP1 inh	RGS4 inh	TrxR1 inh	Vif-APOBEC3F blk
NC(=O)C1=C[C@@H](c2csc3ccccc23)C[C@@H](OCc2ccc(CO)cc2)O1	11%[57.1 µM]	2.0%	-1%	-16%	?	16%	-38%	14%[57.1 µM]	-2%
Cc1ccc2nc(SCC(=O)c3ccc4c(c3)OCO4)[nH]c2c1	4%	1.6%	9%	2%	-13%	3%	-43%	-1%	1%
COc1ccccc1CC(=O)N1CCC(CCC(=O)NC2CC2)CC1	-2%	0.2%	-6%	3%	-28%	-11%	14%	12%	1%
CCOC(=O)N1CCC(NS(=O)(=O)c2cc3c(cc2C)NC(=O)CO3)CC1	8%[57.1 µM]	0.1%	5%	1%	0%	-8%	66%[activator]	-15%[57.1 µM]	8%
CC(C)(C)OC(=O)N/N=C/c1cccn1-c1ccc([N+](=O)[O-])cc1	8%[11.4 µM]	0.2%	-4%	-3%	210%[activator]	-14%	-10%	14%[11.4 µM]	11%
O=C(CCc1ccccc1)NNC(=S)Nc1ccc(F)cc1	-2%[57.1 µM]	0.3%	1%	-3%	-2%	-16%	-15%	4%[57.1 µM]	10%

The listing (from the top)
SMILES	TrxR1 substrate	RXFP1 agonist	IDH1 R132H inh	Vif-APOBEC3G blk	12-LOX inh	USP1 inh	RGS4 inh	TrxR1 inh	Vif-APOBEC3F blk
NC(=O)C1=C[C@@H](c2csc3ccccc23)C[C@@H](OCc2ccc(CO)cc2)O1	11%[57.1 µM]	2.0%	-1%	-16%	?	16%	-38%	14%[57.1 µM]	-2%
Cc1ccc2nc(SCC(=O)c3ccc4c(c3)OCO4)[nH]c2c1	4%	1.6%	9%	2%	-13%	3%	-43%	-1%	1%
COc1ccccc1CC(=O)N1CCC(CCC(=O)NC2CC2)CC1	-2%	0.2%	-6%	3%	-28%	-11%	14%	12%	1%
CCOC(=O)N1CCC(NS(=O)(=O)c2cc3c(cc2C)NC(=O)CO3)CC1	8%[57.1 µM]	0.1%	5%	1%	0%	-8%	66%[activator]	-15%[57.1 µM]	8%
CC(C)(C)OC(=O)N/N=C/c1cccn1-c1ccc([N+](=O)[O-])cc1	8%[11.4 µM]	0.2%	-4%	-3%	210%[activator]	-14%	-10%	14%[11.4 µM]	11%
O=C(CCc1ccccc1)NNC(=S)Nc1ccc(F)cc1	-2%[57.1 µM]	0.3%	1%	-3%	-2%	-16%	-15%	4%[57.1 µM]	10%
O=C(CN1CCN(S(=O)(=O)c2ccc(Br)cc2)CC1)N/N=C/c1ccc(Cl)c([N+](=O)[O-])c1	-8%[57.1 µM]	0.2%	3%	-28%	-20%	-18%	-33%	4%[57.1 µM]	0%
C[C@H](CO)N1C[C@H](C)[C@@H](CN(C)Cc2ccncc2)Oc2ccc(NC(=O)CCCCCC(=O)Nc3ccccc3N)cc2C1=O	1%[57.1 µM]	nt	1%	9%	?	-18%	-13%	9%[57.1 µM]	-4%
O=C(Nc1ccc(S(=O)(=O)Nc2ncccn2)cc1)c1cccc([N+](=O)[O-])c1	nt	nt	-6%	-6%	-1%	-12%	nt	nt	-6%
COc1cccc(NC(=O)CC2C(=O)NCCN2C(=S)Nc2ccc(F)cc2)c1 (stereo not given)	-4%	2.1%	2%	2%	14%	-6%	6%	2%	10%
CCOC(=O)C[C@H]1c2cc(C(F)(F)F)ccc2S(=O)(=O)N1Cc1ccccc1	0%&-14%	nt	6%	-1%&3%	-4%	-31%	-7%	8%&-7%	-6%
CCCCNc1nc(Nc2ccc(C)c(Cl)c2)c2cnn(C)c2n1	14%	0.0%	-14%	3%	?	-28%	0%	37%[activator]	4%
C=CCc1ccccc1OCC(=O)O	-6%	-2.8%	-8%	0%	1%	-13%	23%	3%	-5%
CCS(=O)(=O)c1ccc(O)c(NC(=O)COc2ccc(OC)cc2)c1	-7%	0.9%	6%	-5%	-17%	0%	7%	-4%	-8%
CNCCC=C1c2ccccc2C=Cc2ccccc21	1%	nt	-7%	0%	-21%	-14%	-3%	18%	5%
CCCn1c2ccccc2c2cnn(CC(=O)NCc3ccccc3Cl)c(=O)c21	-3%	3.2%	8%	-8%	-22%	-22%	5%	3%	?
CCCOc1ccc(-c2nc(N3CCC(C)CC3)c3ccccc3n2)cc1	12%	-2.4%	-12%	0%	1%	-23%	-7%	24%	-9%
Cc1ccc(S(=O)(=O)Nc2ccc3c(c2)nc(C)n3C)cc1	2%	4.6%	10%	-1%	0%	-24%	-14%	19%	-6%
O=C(NC(Nc1nc2ccc([N+](=O)[O-])cc2s1)(C(F)(F)F)C(F)(F)F)c1cccnc1	-7%	3.0%	?	9%	-26%	-9%	17%	0%	-13%
C=CCNC(=O)N1CCC(CO)(Cc2ccc(Cl)cc2)CC1	5%	1.2%	8%	0%	-15%	-10%	-11%	15%	4%
CCCCN(C)C(=O)c1cc2c(Cl)nc3ccccc3c2s1	2%	-0.9%	1%	-14%	194%[activator]	?	-16%	14%	-1%
CC(C)CNC(=O)C(=O)Nc1cc2c3c(c1)CCC(=O)N3CCC2	-7%	0.1%	-11%	1%	6%	3%	26%	10%	12%
COc1c(F)c(F)c(C(=O)Nc2c(C)cc(Br)cc2C)c(F)c1F	?	-0.7%	4%	4%	9%	-24%	-8%	?	-4%
CC/C(=N\NC(=S)NC(C)C)c1ccc(OC(F)F)cc1	-11%[57.1 µM]	0.5%	5%	-1%	?	-7%	-8%	-18%[57.1 µM]	-16%
COc1ccc(C2=NN(Cc3ccccc3)C3C(=O)NC(=O)C23)cc1 (stereo not given)	-10%	0.2%	-13%	4%	-6%	-1%	-1%	-9%	0%
Cc1ccc(OCc2nnc(SCC(=O)N3C(C)CCCC3C)o2)cc1 (stereo not given)	3%	2.2%	9%	-2%	16%	-2%	-19%	11%[0.457 µM]	6%
COc1ccc(C(=O)Nc2sc(C)c(C)c2CN2CCOCC2)cc1	-2%[57.1 µM]	2.8%	5%	0%	-17%	-12%	-5%	-7%[57.1 µM]	8%
O=C(c1cn(-c2ccccc2)nc1-c1cccs1)N1CCN(c2ccc(F)cc2)CC1	5%[57.1 µM]	-1.3%	5%	-4%	3%	-25%	-36%	16%[57.1 µM]	-1%
Cc1cc(OCCn2nc(C(=O)O)c3ccccc3c2=O)ccc1C(C)C	-3%[57.1 µM]	-0.1%	30%	-2%	11%	-21%	-6%	34%[57.1 µM]	-10%
CC(C)CCOc1cccc(OCC(=O)N(C)C2CCS(=O)(=O)C2)c1 (stereo not given)	-7%	4.5%	-2%	1%	-10%	-6%	19%	-3%	-5%
CC(=O)CC[C@@H](C)O[C@@H]1OC(C)[C@H](O)CC1O (stereo not given in full)	11%[57.1 µM]	-1.3%	-5%	2%	-12%	22%	12%	11%[57.1 µM]	5%
Cc1ccc(C(=O)N2CCN(S(=O)(=O)c3cc(Br)ccc3Br)CC2)o1	-3%	-0.4%	0%	-2%	-20%	-17%	-10%	2%	-14%
CC(=O)Nc1ccc(/C=C2\Sc3ccccc3C2=O)cc1	7%[2.29 µM]	1.8%	5%	1%	3%	-14%	-22%	6%[57.1 µM]	-4%
COc1ccc(NC(=O)C(c2ccccn2)N(C(C)=O)c2ccc(C)cc2)cc1 (stereo not given)	-9%	4.1%	6%	0%	-3%	-6%	-18%	-16%	-1%
CCC(C)OC(=O)C1=C(C)NC2=C(C(=O)C(C(=O)OC)C(C)C2)C1c1ccc(N(C)C)cc1 (stereo not given)	-10%	1.8%	14%	1%	0%	-17%	-16%	-1%	-2%
COc1ccc(C)cc1NC(=O)c1sc2nc(-c3ccc(F)cc3)cn2c1C	4%[57.1 µM]	3.2%	2%	-5%	-1%	17%	9%	13%[57.1 µM]	-8%
Cc1ccc(-n2nc(CO)c(C(=O)NCCc3ccccc3)n2)cc1C	6%	0.2%	22%	4%	-1%	-13%	7%	14%	0%
O=C(Oc1ccccc1)N1CCN(C(=O)c2ccco2)CC1	8%[57.1 µM]	-0.7%	1%	1%	27%	-11%	10%	-8%[57.1 µM]	?
COC(=O)c1ccc(COc2ccc(/C=N/Nc3cccc(C(=O)O)c3)cc2)cc1	6%[57.1 µM]	0.1%	0%	0%	?	0%	-29%[56.9 µM]	11%[57.1 µM]	5%
Cc1ccc(S(=O)(=O)N2CCCc3cc(NS(=O)(=O)c4ccc(F)cc4)ccc32)cc1	-2%[57.1 µM]	1.8%	11%	-8%	?	-39%	-10%	8%[57.1 µM]	-15%
Cc1cccc(-c2nc3cc(NC(=O)c4ccc(OCC(C)C)cc4)ccc3o2)c1	10%	-1.5%	13%	-3%	-25%	-24%	-1%	23%	1%

Source: PubChem (National Center for Advancing Translational Sciences (NCATS))
